From PubChem BioAssay
GALK inhibitor – inhibitors of human galactokinase | hit rate 0.007% among 270,000 | Purified GALK, Kinase-Glo residual ATP luminescence | P51570 | AID 1868 | Potency, µM (doses to about 57.5 µM), for the others: at the top dose activity change, negative = inhibition, hits mostly inhibitors; note: potency is the fitted concentration of half-maximal effect
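Compounds were pin-transferred into ATP buffer (35 uM final), then GALK plus galactose (5 nM, 100 uM final) was added. After 1 h at room temperature, Kinase-Glo Plus was added and luminescence read after 10 min.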
PKM2 activator – PKM2 (human) enzyme activation; P14618; purified PKM2, Kinase-Glo ATP luminescence, activation; response scale: 0% is enzyme alone, no compound; Potency, µM (highest dose often 57.5 µM), without a hit: at the top dose activation, most hits filed as activators; hit rate 0.34% among 260,000; note: potency is the fitted concentration of half-maximal effect; nearly all actives have a fitted effect of over 55% in size
Target sequence (P14618 whole entry, looked up): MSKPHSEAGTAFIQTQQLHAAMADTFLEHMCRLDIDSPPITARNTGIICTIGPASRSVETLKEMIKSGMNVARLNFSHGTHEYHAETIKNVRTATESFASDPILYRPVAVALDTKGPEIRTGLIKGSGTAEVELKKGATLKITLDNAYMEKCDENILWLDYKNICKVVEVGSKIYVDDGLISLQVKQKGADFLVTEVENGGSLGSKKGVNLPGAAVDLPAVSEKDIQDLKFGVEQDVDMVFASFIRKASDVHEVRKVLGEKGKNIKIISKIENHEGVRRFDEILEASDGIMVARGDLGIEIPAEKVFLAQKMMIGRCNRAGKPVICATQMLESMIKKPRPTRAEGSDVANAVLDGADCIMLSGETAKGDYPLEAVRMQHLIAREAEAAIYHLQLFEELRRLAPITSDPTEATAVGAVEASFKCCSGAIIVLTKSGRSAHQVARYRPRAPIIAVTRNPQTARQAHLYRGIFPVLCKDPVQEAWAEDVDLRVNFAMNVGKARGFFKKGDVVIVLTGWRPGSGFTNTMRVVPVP
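Purified hPK-M2 (>95% pure) converted ADP (0.1 mM final) to ATP with 0.5 mM PEP in 50 mM imidazole pH7.2, KCl, MgCl2, Tween 20, BSA; 1 h at room temperature. ATP detected by Kinase-Glo luminescence.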
Coupling enz – counter-screen for Giardia aldolase inhibitors: coupling enzyme system | coupling enzyme system counterscreen, AmpLite Red fluorescence | activity change, negative = inhibition, % at 58.2 µM, hits read low | hit rate 0.67% among 290,000 | AID 2472; in the data active = activity change below about -30%
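Activity here indicates interference with the coupling reaction, not aldolase inhibition. Compounds at 57.5 uM final met coupling enzymes for 10 min at RT; substrate and AmpLite Red detection followed, with a 525/598 nm fluorescence read after 20 min.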
Eya2 inh – Eya2 (human) phosphatase inhibition; O00167; recombinant Eya2, OMFP fluorescence dephosphorylation (OMFP is methylfluorescein phosphate); Potency, µM (titrated, usually from 76.9 µM), for inactives: at the highest dose activity, negative = inhibition, most hits filed as inhibitors; hit rate 0.006% among 330,000; AID 488837; note: potency is the fitted concentration of half-maximal effect
Target sequence (O00167 whole entry, looked up): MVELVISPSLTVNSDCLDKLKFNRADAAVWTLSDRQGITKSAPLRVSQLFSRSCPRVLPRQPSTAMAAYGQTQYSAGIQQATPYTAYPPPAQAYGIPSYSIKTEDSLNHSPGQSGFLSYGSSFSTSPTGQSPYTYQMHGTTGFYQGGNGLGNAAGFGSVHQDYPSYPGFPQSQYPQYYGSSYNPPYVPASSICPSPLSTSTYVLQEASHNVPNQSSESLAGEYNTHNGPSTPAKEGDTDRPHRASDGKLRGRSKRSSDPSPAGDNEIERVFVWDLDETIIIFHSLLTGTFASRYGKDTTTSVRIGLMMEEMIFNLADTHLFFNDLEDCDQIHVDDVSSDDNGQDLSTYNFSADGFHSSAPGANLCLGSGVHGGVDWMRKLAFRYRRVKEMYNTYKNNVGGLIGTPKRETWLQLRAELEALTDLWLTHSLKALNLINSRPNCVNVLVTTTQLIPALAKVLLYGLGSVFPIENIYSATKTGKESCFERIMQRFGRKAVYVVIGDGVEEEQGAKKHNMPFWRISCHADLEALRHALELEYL
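Eya2 protein (added as 0.2 uM solution) was preincubated with compound for 10 min at ambient temperature in 50 mM HEPES pH 7.5, 50 mM NaCl, 5 uM MgCl2, 0.05% BSA, 1 mM DTT. OMFP (added at 50 uM) then reacted 10 min; fluorescence read at 485/525 nm.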
Active calls of the source: *; ? = inconclusive; / = no result given; & = joins results of further samples; [ ] = dose if it differs, or a comment. Unless noted, calls come from the whole dose curve; as a rule, active = well fitted curve in the direction sought with a large enough effect; inconclusive = small, poorly fitted or top-dose-only effect, or another doubt; inactive = no such curve, though single readings can be large; an effect the other way counts as inactive or inconclusive. % is set by controls: 0 for no effect and ±100 for the full control effect.

Start of the data: the first 3 records as a preview:
Assay codes: A = GALK inhibitor; B = PKM2 activator; C = Coupling enz; D = Eya2 inh
> C[C@H]1Cc2c(-c3ccccc3)nc3c(c2CO1)CN(C(=O)c1cccnc1)CC3
  A: /	B: -7%[11.5 µM]	C: 3	D: /

> COC(=O)[C@@]1(Cc2ccc(OC)cc2)[C@H]2c3cc(C(=O)N4CCCC4)n(C[C@H](O)CO)c3C[C@H]2CN1C(=O)c1ccccc1
  A: /	B: -3%	C: 4	D: /

> C#CCCCC(=O)Nc1ccccc1
  A: /	B: -2%	C: 0	D: /

Results, repeating the preview:
Assay codes: A = GALK inhibitor; B = PKM2 activator; C = Coupling enz; D = Eya2 inh
> C[C@H]1Cc2c(-c3ccccc3)nc3c(c2CO1)CN(C(=O)c1cccnc1)CC3
  A: /	B: -7%[11.5 µM]	C: 3	D: /

> COC(=O)[C@@]1(Cc2ccc(OC)cc2)[C@H]2c3cc(C(=O)N4CCCC4)n(C[C@H](O)CO)c3C[C@H]2CN1C(=O)c1ccccc1
  A: /	B: -3%	C: 4	D: /

> C#CCCCC(=O)Nc1ccccc1
  A: /	B: -2%	C: 0	D: /

> CCC1=C2CC[C@H]3C(=O)N(C)C(=O)[C@H]3[C@H]2[C@@]2(C)C(=NCc3ccccc3)OC(=O)N2C1=O
  A: /	B: -2%	C: 1	D: /

> CCCCc1nc2c(c3c1C[C@H](C)OC3)CN(S(=O)(=O)c1ccc(Cl)c3nonc13)CC2
  A: /	B: -4%[11.5 µM]	C: -2	D: /

> CS(=O)(=O)c1ccc(CNC(=O)[C@@H]2C[C@H]2[C@@H](NP(=O)(c2ccccc2)c2ccccc2)c2ccccc2)cc1
  A: /	B: 5%	C: 8	D: /

> CCCC[C@@H]1C[C@H]1C(NC(=O)c1ccccc1)c1ccc(C(F)(F)F)cc1 (some centres undefined)
  A: /	B: -5%	C: -7	D: /

> COC(=O)[C@@H]1C[C@H]1[C@@H](NC(=O)c1cc(C)nn1C)c1ccccc1
  A: /	B: -2%	C: 0	D: /

> CC(C)c1ccccc1S(=O)(=O)c1cc(N)c2ncccc2c1[N+](=O)[O-]
  A: /	B: 3%	C: -3	D: /

> COC(=O)[C@@]1(C)C=C[C@@H](Cc2ccccc2)N1C(C)=O
  A: /	B: 1%	C: 2	D: /

> COC(=O)C1=C(C(=O)OC)[C@@H]2N(C)c3ccccc3[C@@]23C[C@@H](C(=O)OC)N(S(=O)(=O)c2ccc(C#N)cc2)C3=N1
  A: /	B: -8%[11.5 µM]	C: 1	D: /

> COC(=O)C1=C(C(=O)OC)[C@@H]2N(C)c3ccccc3[C@@]23C[C@@H](C(=O)OC)N(S(=O)(=O)c2ccc(C(F)(F)F)cc2)C3=N1
  A: /	B: 1%[11.5 µM]	C: -2	D: /

> COCCN(CCOC)c1nc(C)nc2c1nc(-c1ccccc1)n2CCN(C)C
  A: /	B: 1%	C: 0	D: /

> COC(=O)[C@@]1(Cc2ccc(F)cc2)[C@H]2c3cc(C(=O)N4CCCC4)n(CCc4ccc(OC)c(Br)c4)c3C[C@H]2CN1C(=O)c1ccccc1
  A: /	B: 2%	C: -2	D: /

> CCC1=C2CC[C@H]3C(=O)NC(=O)[C@H]3[C@H]2[C@@]2(Cc3ccccc3)C(=NCc3ccccc3)OC(=O)N2C1=O
  A: /	B: -1%	C: -1	D: /

> COC(=O)C1=C(C(=O)OC)[C@@H]2N(Cc3ccccc3)c3ccccc3[C@@]23C[C@@H](C(=O)OC)N(C(=O)c2ccco2)C3=N1
  A: /	B: -5%[11.5 µM]	C: 2	D: /

> CCCn1c(C)nc2c(Nc3ccccc3)nc(C)nc21
  A: /	B: 3%	C: -1	D: /

> Cc1nc(NC2CCCCC2)c2nc(-c3ccccc3)n(CCCN3CCOCC3)c2n1
  A: /	B: 0%	C: 2	D: /

> COC(=O)c1ccccc1S(=O)(=O)N1CCc2nc(COc3ccccc3)c3c(c2C1)CO[C@@H](C)C3
  A: /	B: -7%[11.5 µM]	C: -3	D: /

> CC(=O)OCC1C2CC[C@H]3C(OCc4ccc(F)cc4C(F)(F)F)OC[C@]4(C)[C@H]3C2=C(CN4C(=O)OC(C)(C)C)[C@H](C)C1COC(C)=O (some centres undefined)
  A: /	B: 0%	C: -4	D: /

> C#CCOC(=O)NC(/C=C/CCCC)c1ccccc1 (centres undefined)
  A: /	B: -2%	C: -2	D: /

> COC(=O)[C@@]1(Cc2ccc(F)cc2)[C@H]2c3cc(C(=O)N4CCCC4)n(Cc4ccc(C)o4)c3C[C@H]2CN1C(=O)c1ccccc1
  A: /	B: 13µM*	C: -1	D: /

> COC(=O)C1=C(C(=O)OC)[C@@H]2N(C)c3ccccc3[C@@]23C[C@@H](C(=O)OC)N(S(=O)(=O)c2cccs2)C3=N1
  A: /	B: -13%[11.5 µM]	C: 0	D: /

> COC(=O)[C@@]1(Cc2ccc(F)cc2)[C@H]2c3cc(C(=O)N4CCCC4)n(CCF)c3C[C@H]2CN1C(=O)c1ccccc1
  A: /	B: -1%	C: -1	D: /

> C[C@@H](C(=O)Nc1ccc2ccccc2c1)[C@@H]1C[C@@]1(C)[C@@H](NS(=O)(=O)c1ccc(-c2ccccc2)cc1)c1ccccc1
  A: /	B: -3%	C: -1	D: /

PKM2 activator: what is marked active above.
| molecule | GALK inhibitor | PKM2 activator | Eya2 inh |
| --- | --- | --- | --- |
| COC(=O)[C@@]1(Cc2ccc(F)cc2)[C@H]2c3cc(C(=O)N4CCCC4)n(Cc4ccc(C)o4)c3C[C@H]2CN1C(=O)c1ccccc1 | / | 13µM* | / |

More records
Assay codes: A = GALK inhibitor; B = PKM2 activator; C = Coupling enz; D = Eya2 inh
> COC(=O)CCCCCN1C(=O)NC(CC2CC2)C(C(=O)OCc2ccccc2)=C1C (centres undefined)
  A: /	B: -4%	C: 1	D: /

> COC(=O)C1=C(C(=O)OC)[C@@H]2N(Cc3ccccc3)c3ccccc3[C@@]23C[C@@H](C(=O)OC)N(S(=O)(=O)c2ccc4c(c2)OCCN4C)C3=N1
  A: /	B: -11%[11.5 µM]	C: -4	D: /

> Cc1ccc(CNC(=O)[C@H]2C[C@@H]2[C@H](NP(=O)(c2ccccc2)c2ccccc2)c2ccccc2)c(F)c1F
  A: /	B: -2%	C: 2	D: /

> COC(=O)[C@@]1(Cc2ccccc2)[C@H]2c3cc(C(=O)N4CCCC4)n(Cc4ccc(C)o4)c3C[C@H]2CN1C(=O)c1ccccc1
  A: /	B: ?	C: 0	D: /

> COC(=O)[C@@]1(Cc2ccc(OC)cc2)[C@H]2c3cc(C(=O)N4CCCC4)n(Cc4cc(F)c(F)c(F)c4)c3C[C@H]2CN1C(=O)c1ccccc1
  A: /	B: -6%	C: 0	D: /

> CCN1CCCC1Cn1c(-c2ccccc2)nc2c(NC3CCCCC3)nc(C)nc21 (centres undefined)
  A: /	B: 0%	C: 1	D: /

> O=S1(=O)c2ccccc2N=NN1Cc1ccc(Cl)c(Cl)c1
  A: 0%	B: 26%	C: -10	D: /

> CC1CCN(c2nc3ccccc3nc2N2CCC(C)CC2)CC1
  A: 3%	B: -2%	C: 2	D: /

> O=C1NC(=O)/C(=C/c2ccc3nccnc3c2)S1
  A: /	B: /	C: /	D: 7%

> Cc1cccc(-c2[nH]c(C(C)(C)C)nc2-c2ccc3nccnc3c2)n1
  A: /	B: /	C: /	D: 4%

> NCCCNCCSP(=O)(O)O
  A: /	B: /	C: /	D: -3%

> CNc1ncnc2c1ncn2[C@H]1C[C@H](OP(=O)(O)O)[C@@H](COP(=O)(O)O)O1
  A: /	B: /	C: /	D: 1%

> COc1ccc2c(c1)CCC1C2CC[C@@]2(C)C1CC[C@@H]2NCCCCCCN1C(=O)CCC1=O (some centres undefined)
  A: /	B: /	C: /	D: 5%

> O=C(O)[C@H]1NCCC[C@H]1C(=O)O
  A: /	B: /	C: /	D: 9%

> NC(=S)NCCC[C@H](N)C(=O)O
  A: /	B: /	C: /	D: 3%

> Oc1ccc(Cn2cc[nH]c2=S)cc1
  A: /	B: /	C: /	D: 0%

> Cn1ccnc1
  A: /	B: /	C: /	D: 6%

> CCCCC#Cc1nc(NC)c2ncn([C@@H]3O[C@H](CO)[C@@H](O)[C@H]3O)c2n1
  A: /	B: /	C: /	D: -2%

> O=C(O)CN(CCOCCOCCN(CC(=O)O)CC(=O)O)CC(=O)O
  A: /	B: /	C: /	D: -3%

> N[C@@H](Cc1cnc[nH]1)C(=O)O
  A: /	B: /	C: /	D: 3%

> C=C1C[C@@]23CC[C@H]4[C@@](C)(CCC[C@@]4(C)C(=O)OC4OC(CO)C(O)C(O)C4O)[C@@H]2CC[C@]1(OC1OC(CO)C(O)C(O)C1OC1OC(CO)C(O)C(O)C1O)C3 (some centres undefined)
  A: /	B: /	C: /	D: 0%

> C[C@H]1O[C@@H](n2cc(F)c(=O)[nH]c2=O)[C@H](O)[C@H]1O
  A: /	B: /	C: /	D: -1%

> CC(N)(C(=O)O)c1ccc(C(=O)O)cc1 (centres undefined)
  A: /	B: /	C: /	D: 6%

> Nc1nc(SCc2ccc([N+](=O)[O-])cc2)c2ncn([C@@H]3O[C@H](CO)[C@@H](O)[C@H]3O)c2n1
  A: /	B: /	C: /	D: 3%

> Oc1ccc2ccccc2c1SSc1c(O)ccc2ccccc12
  A: /	B: /	C: /	D: 14%

> N#C/C(=C\c1ccc(O)c(O)c1)C(=O)NCCCNC(=O)/C(C#N)=C/c1ccc(O)c(O)c1
  A: /	B: /	C: /	D: 2%

> COc1cc2nc(N3CCCN(C)CC3)nc(NC3CCN(Cc4ccccc4)CC3)c2cc1OC
  A: /	B: /	C: /	D: 3%

> CN1C(=O)CC[C@H]1c1cccnc1
  A: /	B: /	C: /	D: -5%

> NC(N)=N[C@@H](CCC(=O)O)C(=O)O
  A: /	B: /	C: /	D: -1%

> C=CC[C@H](N)C(=O)O
  A: /	B: /	C: /	D: -4%

> CC(O)C(O)[C@H]1CNc2nc(N)[nH]c(=O)c2N1 (some centres undefined)
  A: /	B: /	C: /	D: 2%

> CC1(C)CCC(NC(=O)[C@@H](N)CCC(=O)O)CC1
  A: /	B: /	C: /	D: 0%

> CC(N)(Cc1ccc(O)cc1)C(=O)O (centres undefined)
  A: /	B: /	C: /	D: 6%

> CCCCN1CCC(n2c(=O)[nH]c3ccccc32)CC1
  A: /	B: /	C: /	D: 2%

> NC(=O)c1ccc2[nH]ccc2c1
  A: /	B: /	C: /	D: 0%

> NC(N)=[N+]1CCc2ccccc2C1
  A: /	B: /	C: /	D: 0%

> Nc1cc(Cl)c(NC2=NCCN2)c(Cl)c1
  A: /	B: /	C: /	D: -6%

> Nc1ncnc2c1ncn2[C@@H]1O[C@H](COP(=O)(O)CP(=O)(O)OP(=O)(O)O)[C@@H](O)[C@H]1O
  A: /	B: /	C: /	D: -16%

> CC(N)=O
  A: /	B: /	C: /	D: 2%

> CC(C)(C)c1onc(OCP(=O)(O)O)c1CC(N)C(=O)O (centres undefined)
  A: /	B: /	C: /	D: -5%&3%

> N[C@H](C(=O)O)c1cc(O)cc(O)c1
  A: /	B: /	C: 2&-10	D: -9%

> CCCn1c(=O)c(C)cn2nc(N)nc12
  A: /	B: /	C: 9	D: 4%

> CC12C(=O)OC(=O)C1(C)C1CCC2O1 (centres undefined)
  A: /	B: /	C: -2	D: -7%

> Cc1nc(N=Nc2cc(S(=O)(=O)O)c3cc([N+](=O)[O-])cc(S(=O)(=O)O)c3c2)c(COP(=O)(O)O)c(C=O)c1O
  A: /	B: /	C: 0	D: 6%

> N[C@@H](COP(=O)(O)O)C(=O)O
  A: /	B: /	C: 0	D: -5%

> O=S(=O)(c1cccc2c(Cl)cccc12)N1CCCNCC1
  A: /	B: /	C: -4&1	D: 2%

> O=[N+]([O-])c1ccc2c(c1)S(=O)(=O)C=C2
  A: /	B: /	C: -2	D: -1%

> Oc1ccc(O)cc1
  A: /	B: /	C: 1	D: -6%

> CCCCCCCCCCCCCCCCCCOC[C@H](COP(=O)([O-])OCC[N+](C)(C)C)OC
  A: /	B: /	C: 6	D: 25µM*

> Cn1cnc2c(NCc3ccccc3)nc(NCCO)nc21
  A: /	B: /	C: 3&2	D: 2%

> NC(Cc1ccc(Cl)cc1)C(=O)O (centres undefined)
  A: /	B: /	C: 0	D: -1%

This is a subset (hit frequency here may not be typical).
